Bioassay records: PubChem, The Scripps Research Institute Molecular Screening Center
TAAR1 agonist: human TAAR1 agonism | AID 624467 | activation, % at 3 µM | Q96RJ0 | 360,000 tested, 0.99% active | CHO RD-HGA16 TAAR1, Fluo-8 calcium fluorescence; vehicle wells 0%, saturating PEA agonist 100%;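 active means activation above the mean activation of all test compounds in the run plus 3 SD, cut at about 38% in these data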
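Signal – calcium-sensitive Fluo-8 signal, excitation 470-495, emission 515-575 nm · System – RD-HGA16 (CHO) cells co-expressing Gα16 and hTAAR1 · Incubation – 17-24 h seeding, 75 min 37 °C dye, 30 min RT · Compound dosing – 3 µM single concentration · Repeats – no replicates (n 1)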
CHO-K1 Ca ag: counter-screen for M1 agonists: effect in parental CHO-K1 cells; Fluo-8 calcium fluorescence; scaled to maximal ATP response, vehicle zero; activation, % at 3 µM; 360,000 tested, 0.48% active; AID 602248; in the data active means activation above about 15%;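 further: untransfected CHO-K1 host cells lacking M1 receptor as counterscreen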
M1 PAM parental: nonselective activator or artifact in parental CHO-K1 calcium assay. ATP EC20, Fluo-8 calcium fluorescence; 0% at ATP EC20, 100% at ATP max. activation, % at 3 µM. 360,000 tested, 0.02% active. AID 602247;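 active means activation above the run cutoff, the mean activation of all test compounds plus 3 SD, cut at about 40% in these data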;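 further: peak over basal fluorescence ratio in a 140 s read after ATP addition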
CHO-K1 Ca antag: nonselective inhibitor or artifact in parental CHO-K1 cells | ATP-induced calcium, Fluo-8 fluorescence | inhibition, % at 3 µM | 360,000 tested, 0.6% active | AID 602250;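 active means inhibition above a per-plate cutoff, the plate's mean sample inhibition plus 3 SD, cut at about 24% in these data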;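 further: 0% = DMSO plus EC80 ATP and 100% = DMSO alone without ATP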
CHO parental Ca: counter-screen: ATP calcium response change in parental CHO cells; parental CHO-K1, ATP-induced calcium, Fluo-8 fluorescence; inhibition, % at 5.6 µM; 330,000 tested, 0.63% active;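 active means inhibition above that plate's mean sample inhibition plus 3 SD, cut at about 26% in these data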;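 further: 0% = ATP-challenged DMSO wells and 100% = DMSO wells without ATP; some compounds past the cut are filed as inactive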
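Test system: untransfected parental CHO cell line; also added: ATP stimulus; dosing: 5.6 µM, single dose; signal: calcium-sensitive Fluo-8 fluorescence; measure: percent inhibition of ATP-evoked calcium rise, normalized to controls; benchmarks: low control ATP plus DMSO, high control DMSO only; replication: one well per compound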
M1 ag: activates human CHRM1 receptor; P11229; CHO-K1 hM1, Fluo-8 calcium fluorescence, agonist mode; 0% DMSO, 100% acetylcholine EC100; activation, % at 3 µM; 360,000 tested, 0.33% active; AID 588814;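 active means activation above the run's mean compound activation plus 3 SD, cut at about 16% in these data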;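 further: peak over basal fluorescence ratio within a 140 s kinetic read after compound addition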
OXTR potentiate: potentiates the human oxytocin receptor response; CHO-OTR cells, Fluo-8 calcium fluorescence, potentiator mode; 0% = oxytocin EC15, 100% = EC100; 320,000 tested, 0.061% active; activation, % at 3 µM; P30559; AID 2445;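 active means activation above that plate's cutoff, the mean activation of tested compounds plus 3 SD, cut at about 6.6% in these data, passing the limit was not always enough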;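 further: 100% uses oxytocin at 75 nM as the full agonist control; some results filed as inactive read as strong as hits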
Target sequence (P30559 whole entry, looked up): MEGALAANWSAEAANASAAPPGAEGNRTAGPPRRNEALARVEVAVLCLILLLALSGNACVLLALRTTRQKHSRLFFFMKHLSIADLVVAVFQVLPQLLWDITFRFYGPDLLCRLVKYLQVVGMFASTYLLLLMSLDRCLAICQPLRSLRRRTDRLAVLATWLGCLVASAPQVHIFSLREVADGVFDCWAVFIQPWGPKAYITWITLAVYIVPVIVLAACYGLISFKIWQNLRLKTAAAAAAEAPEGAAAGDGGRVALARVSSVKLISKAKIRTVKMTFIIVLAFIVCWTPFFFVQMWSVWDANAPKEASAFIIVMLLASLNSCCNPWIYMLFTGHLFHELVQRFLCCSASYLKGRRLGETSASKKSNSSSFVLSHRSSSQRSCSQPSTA
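test system = CHO-OTR cells, human receptor | compound = single-point 3.0 µM | schedule = 6 min compound pre-incubation at room temperature, 100 s kinetic read | signal = Fluo-8 no-wash calcium dye fluorescence, excitation 470-495 nm, emission 515-575 nm | repeats = single well per compound, singlicate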
V1aR counter: counter-screen for oxytocin receptor agonists: human V1a receptor agonists; P37288; CHO-V1R cells, Fluo-8 calcium fluorescence, agonist mode; 0% DMSO, 100% 3 nM vasopressin; activation, % at 3 µM; 320,000 tested, 0.25% active;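 active means activation above the mean activation of all tested compounds plus 3 SD, per screening run, cut at about 20% in these data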;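 further: signal is peak over basal fluorescence ratio across a 100 second FLIPR read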
Target sequence (P37288 whole entry, looked up): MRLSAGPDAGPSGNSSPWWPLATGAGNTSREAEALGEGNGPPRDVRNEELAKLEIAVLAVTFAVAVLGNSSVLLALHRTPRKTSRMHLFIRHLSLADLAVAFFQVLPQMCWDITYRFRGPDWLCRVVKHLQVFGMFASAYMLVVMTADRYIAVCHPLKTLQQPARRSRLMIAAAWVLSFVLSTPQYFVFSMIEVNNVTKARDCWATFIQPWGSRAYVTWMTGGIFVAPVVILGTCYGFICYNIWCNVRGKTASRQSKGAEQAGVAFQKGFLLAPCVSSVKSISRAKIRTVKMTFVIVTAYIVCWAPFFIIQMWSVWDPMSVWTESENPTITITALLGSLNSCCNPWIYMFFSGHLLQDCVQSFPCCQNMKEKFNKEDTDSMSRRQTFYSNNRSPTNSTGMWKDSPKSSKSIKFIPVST
TAAR1 antag: human TAAR1 antagonism. Q96RJ0. CHO RD-HGA16 TAAR1, Fluo-8 calcium fluorescence, antagonist. inhibition, % at 3 µM. 360,000 tested, 1.5% active;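 active means inhibition above a per-plate cutoff, the mean inhibition of test compounds on that plate plus 3 SD, cut at about 49% in these data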;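 further: 0% = DMSO plus EC80 beta-PEA response and 100% = DMSO alone without agonist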
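Test system – hTAAR1-expressing CHO RD-HGA16 cells, Gα16-coupled · Also added – β-PEA at EC80 concentration, post-compound challenge · Compound – 3 µM, single point · Incubation – dye loading 75 min at 37 °C, then 30 min room temperature · Measured by – Fluo-8 intracellular calcium dye fluorescence, real-time kinetic reads · Benchmarks – vehicle and agonist controls · Replicates – singlicate, one well per test compound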
The depositor's hits bear a star; x = no result given. No enrichment for hits; any-hit rate near 3.3%.

SMILES	TAAR1 agonist	CHO-K1 Ca ag	M1 PAM parental	CHO-K1 Ca antag	CHO parental Ca	M1 ag	OXTR potentiate	V1aR counter	TAAR1 antag
Fc1ccc2cc(-c3ccsc3)ncc2c1	0	-0.7	0	-6	-4	-4	4	-0.8	4
NC(=S)NN=C1CSSC1	x	1.2	10	-16	x	-1	x	x	x
CC(Sc1ccsc1[N+](=O)[O-])C(=O)NCCc1ccc(Cl)cc1 (stereo unspecified)	0	0.2	-6	9	-11	-2	-13	0.0	23
O=C(NCC1CCCO1)C1c2ccccc2C(=O)N1C1CCCCCCC1 (stereo unspecified)	18	0.3	6	6	-15	-5	-11	0.5	4
COc1nc(N(C)C)nc(N(C)c2cc(Cl)cc(Cl)c2)n1	4	0.1	-9	11	-18	-2	1	-1.1	-28
C=CCn1c(O)c(N=Nc2ccccc2C)c2ccccc21	4	x	x	x	-14	x	-23	-0.3	13
Cc1nnc(-c2ccc(Oc3ccc(Br)cc3)c([N+](=O)[O-])c2)o1	2	0.5	5	-1	1	-7	-16	1.8	-31
CC(=O)N=c1scc(-c2ccccc2)n1-c1cccc(O)c1	-5	0.3	10	2	-9	-9	-5	2.8	-1
CCOC(=O)C1=CCN(S(=O)(=O)c2ccc(C)cc2)[C@H]1c1ccccc1Cl	2	1.5	1	4	x	-8	x	x	14
COc1cc(C(=O)Nc2scc(-c3ccc(C)cc3)c2C(=O)O)cc(OC)c1OC	7	1.3	19	-4	-3	-1	-13	1.1	31
O=C(Cn1nc(C(F)F)cc1C(F)F)NNC(=S)Nc1ccc(F)cc1	1	-0.3	-7	0	-11	-1	-4	0.7	2
COCCCNC(=S)Nc1cccc(SC)c1	0	-0.5	-12	5	0	0	-11	-0.3	0
O=c1cc(C(F)(F)F)c2sc(N3CCCCC3)nc2[nH]1	8	0.2	10	0	-14	-7	-9	0.4	-9
CC(C)CCn1c(Br)nc2c1c(=O)n(CC(N)=O)c(=O)n2C	1	0.4	12	1	5	-2	-21	0.0	3
CC(C)(C)c1ccc(CNC(=O)c2ccc3c(c2)NC(=O)CO3)cc1	3	3.6	5	6	3	-6	-8	1.7	12
CSc1ccccc1C(=O)N1CCc2ccccc2C1	3	2.2	10	-14	2	-8	-1	-0.9	-25
CCOC(=O)c1cnc(SCC(=O)N2CCN(C(=O)c3ccco3)CC2)nc1N	13	0.6	23	-14	1	-5	-3	0.2	4
Cc1ccc(C2(O)CN(c3ccccc3C)C3=[N+]2CCS3)cc1 (stereo unspecified)	11	0.8	-2	-6	-4	-7	-3	1.1	-9
COCc1nnc(NC(=O)c2cc3ccccc3o2)s1	-1	0.0	9	-5	-7	0	2	0.5	3
CCC1CCCCN1C(=O)c1cc(-c2ccc(Cl)c(Cl)c2)on1 (stereo unspecified)	7	-0.2	-5	-3	-9	-8	-11	-0.2	-15

A second format for 14 compounds above:
Sequence of screens: TAAR1 agonist, CHO-K1 Ca ag, M1 PAM parental, CHO-K1 Ca antag, CHO parental Ca, M1 ag, OXTR potentiate, V1aR counter, TAAR1 antag
COc1nc(N(C)C)nc(N(C)c2cc(Cl)cc(Cl)c2)n1
 : 4, 0.1, -9, 11, -18, -2, 1, -1.1, -28
C=CCn1c(O)c(N=Nc2ccccc2C)c2ccccc21
 : 4, x, x, x, -14, x, -23, -0.3, 13
Cc1nnc(-c2ccc(Oc3ccc(Br)cc3)c([N+](=O)[O-])c2)o1
 : 2, 0.5, 5, -1, 1, -7, -16, 1.8, -31
CC(=O)N=c1scc(-c2ccccc2)n1-c1cccc(O)c1
 : -5, 0.3, 10, 2, -9, -9, -5, 2.8, -1
CCOC(=O)C1=CCN(S(=O)(=O)c2ccc(C)cc2)[C@H]1c1ccccc1Cl
 : 2, 1.5, 1, 4, x, -8, x, x, 14
COc1cc(C(=O)Nc2scc(-c3ccc(C)cc3)c2C(=O)O)cc(OC)c1OC
 : 7, 1.3, 19, -4, -3, -1, -13, 1.1, 31
O=C(Cn1nc(C(F)F)cc1C(F)F)NNC(=S)Nc1ccc(F)cc1
 : 1, -0.3, -7, 0, -11, -1, -4, 0.7, 2
COCCCNC(=S)Nc1cccc(SC)c1
 : 0, -0.5, -12, 5, 0, 0, -11, -0.3, 0
O=c1cc(C(F)(F)F)c2sc(N3CCCCC3)nc2[nH]1
 : 8, 0.2, 10, 0, -14, -7, -9, 0.4, -9
CC(C)CCn1c(Br)nc2c1c(=O)n(CC(N)=O)c(=O)n2C
 : 1, 0.4, 12, 1, 5, -2, -21, 0.0, 3
CC(C)(C)c1ccc(CNC(=O)c2ccc3c(c2)NC(=O)CO3)cc1
 : 3, 3.6, 5, 6, 3, -6, -8, 1.7, 12
CSc1ccccc1C(=O)N1CCc2ccccc2C1
 : 3, 2.2, 10, -14, 2, -8, -1, -0.9, -25
CCOC(=O)c1cnc(SCC(=O)N2CCN(C(=O)c3ccco3)CC2)nc1N
 : 13, 0.6, 23, -14, 1, -5, -3, 0.2, 4
Cc1ccc(C2(O)CN(c3ccccc3C)C3=[N+]2CCS3)cc1 (stereo unspecified)
 : 11, 0.8, -2, -6, -4, -7, -3, 1.1, -9

Next part.
SMILES	TAAR1 agonist	CHO-K1 Ca ag	M1 PAM parental	CHO-K1 Ca antag	CHO parental Ca	M1 ag	OXTR potentiate	V1aR counter	TAAR1 antag
COc1ccccc1NC(=O)CCCc1c[nH]c2ccccc12	6	1.0	14	-7	-5	-4	0	1.5	1
O=C(CN1CCN(c2ccccc2F)CC1)c1c[nH]c2ccc(F)cc12	29	0.4	9	-1	-4	0	-3	3.5	7
O=C1CC(NNc2ccccc2)C(=O)N1c1ccccc1 (stereo unspecified)	10	0.8	25	-11	1	-6	-1	-0.3	10
C[C@@H](NC(=O)C(=O)c1c[nH]c2ccccc12)c1ccccc1	-2	0.8	-10	-5	-7	-1	-6	-0.2	26
COc1cc(OC)cc(C(=O)NNC(=O)c2ccc(S(=O)(=O)N(C)c3ccccc3OC)cc2)c1	5	5.1	14	-17	-20	-1	-9	2.1	4
Cc1cccc(Nc2ncnc3ccccc23)c1	3	0.3	1	2	-19	-2	-9	0.1	15
CC1CCN(CCC(=O)Nc2ccc(Br)cc2)CC1	17	-0.2	12	-4	-17	-9	-8	1.9	-6
CN(Cc1cc([N+](=O)[O-])ccc1Cl)C(=O)C[n+]1ccccc1	-2	2.0	-9	-10	-18	-10	-15	-0.4	17
Cc1ccc(C(=O)Nc2cc(Cl)ccc2-n2cncn2)s1	1	0.8	11	-6	-12	-4	-2	-0.9	-13
CCCCN(C)C(=O)CCC(=O)Nc1ccc2nc(N3CCOCC3)cc(C)c2c1	14	0.3	-5	10	-3	-5	6	0.4	11
CCSc1ccccc1C(=O)N1CCC2(CC1)CC(=O)c1ccccc1O2	16	7.3	5	2	-11	-1	0	4.3	-11
CCOC(=O)N1CCN(c2c(N3CCOCC3)c(=O)c2=O)CC1	1	1.1	21	-15	4	-1	-10	1.8	-26
COc1ccc(CC(=O)N2CCC(n3nccc3NC(=O)C3CC3)CC2)cc1	0	0.4	-4	-4	-12	-1	-3	1.1	-2
Oc1ccc(C(=S)N2CCN(c3cccc(Cl)c3)CC2)cc1	2	0.7	15	-6	0	0	-19	0.0	18
C/C(=N\OCC(=O)N/N=C/c1ccc(C)cc1O)c1cccs1	13	0.0	-6	23	-13	0	-10	2.5	17
CCN1C[C@@H]2[C@@H]3C(=O)N(C)C(=O)[C@@H]3[C@](CC)(C(=O)OC)N2C1=NCc1ccccc1	0	3.2	10	5	x	-4	x	x	-4
O=C(CSc1n[nH]c(-c2ccc(Cl)cc2Cl)n1)Nc1ccccn1	5	0.1	3	-5	-16	-4	-17	1.6	-7
Clc1ccc(-c2cn3cc(Cl)ccc3n2)cc1	-3	7.1	17	-5	-19	-4	-8	-0.9	-14
O=C(Nc1ccc2c(c1)OCCO2)C(c1ccnc2ccccc12)N1CCN(c2ccc(F)cc2)CC1 (stereo unspecified)	2	0.5	26	-12	x	-1	x	x	3
CCN1C(=O)CC(N2CCC(C(=O)N3CCCCCC3)CC2)C1=O (stereo unspecified)	0	-0.1	20	-12	-15	-1	-3	0.6	-11

One compound at a time, from the list above.
Profile of NC(=S)NN=C1CSSC1 → TAAR1 agonist: x; CHO-K1 Ca ag: 1.2; M1 PAM parental: 10; CHO-K1 Ca antag: -16; CHO parental Ca: x; M1 ag: -1; OXTR potentiate: x; V1aR counter: x; TAAR1 antag: x
Profile of Cc1ccc(C(=O)Nc2cc(Cl)ccc2-n2cncn2)s1 → TAAR1 agonist: 1; CHO-K1 Ca ag: 0.8; M1 PAM parental: 11; CHO-K1 Ca antag: -6; CHO parental Ca: -12; M1 ag: -4; OXTR potentiate: -2; V1aR counter: -0.9; TAAR1 antag: -13

Additional results follow.
SMILES	TAAR1 agonist	CHO-K1 Ca ag	M1 PAM parental	CHO-K1 Ca antag	CHO parental Ca	M1 ag	OXTR potentiate	V1aR counter	TAAR1 antag
Cc1occc1C(=O)NNC(=O)NC12CC3CC(CC(C3)C1)C2	12	0.2	6	-2	8	1	-16	0.9	-9
CCOC(=O)C(=O)NNc1ccccc1C	1	2.2	-7	3	5	-8	-9	-0.4	-14
Cc1[nH]n(-c2ccc(Cl)cc2)c(=O)c1C=NC12CN3CN(CN(C3)C1)C2	1	0.1	17	-13	5	-5	-6	1.1	5
COc1ccccc1OC(C)C(=O)Nc1ccc(S(=O)(=O)Nc2nccs2)cc1 (stereo unspecified)	3	0.8	14	-16	-6	-9	-9	0.7	0
Cc1c2c(nc3nc4ccccc4n13)CC(C)(C)CC2=O	1	0.0	8	0	-6	-7	-3	-0.3	-18
COc1ccc([C@@H]2C[C@H]3[C@@H](CN2S(=O)(=O)c2ccccc2)C(=O)C[C@@H](c2ccc(OC)cc2)N3S(=O)(=O)c2ccccc2)cc1	4	0.4	-7	28*	x	-5	x	x	-6
CC1(C(=O)NCC2CCOCC2)Cc2c(-c3cccc(C(N)=O)c3)ccnc2O1 (stereo unspecified)	1	0.6	12	-6	x	-2	x	x	-14
Cc1cc(C)n(-c2ccc(C(=O)N3CCN(S(=O)(=O)c4ccc(Cl)cc4)CC3)cc2)n1	7	3.0	10	-16	-17	-5	-7	2.8	2
O=C(NCCN1CCOCC1)c1ccccc1[N+](=O)[O-]	11	0.1	13	-1	-9	-2	-4	0.3	3
